LMPTP inh – blocks human LMPTP phosphatase | P24666 | recombinant LMPTP-A, OMFP fluorogenic substrate, fluorescence intensity | inhibition, % at 20 µM | 360,000 compounds, 0.22% hits;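 active = compounds that cut the enzyme signal by at least half of the control window in the single-dose screen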;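 also: plate controls were DMSO wells with enzyme plus substrate for no effect and substrate without enzyme for full effect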
Target sequence (P24666 whole entry, looked up): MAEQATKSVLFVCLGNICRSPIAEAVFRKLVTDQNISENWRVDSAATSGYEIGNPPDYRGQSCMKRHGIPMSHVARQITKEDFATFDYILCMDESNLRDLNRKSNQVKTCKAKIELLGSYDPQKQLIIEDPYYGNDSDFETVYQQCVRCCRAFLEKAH
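Assay system: LMPTP-A enzyme. Input: 0.625 nM LMPTP-A final. Probe or stimulus: 400 µM OMFP. Compound dosing: single 20 µM dose. Schedule: 50 min dark incubation at room temperature. Detection: fluorescence intensity of OMFP turnover product. Read-out: percent inhibition versus substrate-only and uninhibited controls. Benchmarks: no-enzyme low control, uninhibited high control.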
SUMO1-SIM PPI – alters human SUMO1 binding to SIM partners | P63165 | SUMO1 binding to a labelled peptide, TR-FRET, 1 h | inhibition, % at 20 µM | 360,000 compounds, 0.33% hits | AID 602429; in the data active = inhibition above about 37%
Target sequence (P63165 whole entry, looked up): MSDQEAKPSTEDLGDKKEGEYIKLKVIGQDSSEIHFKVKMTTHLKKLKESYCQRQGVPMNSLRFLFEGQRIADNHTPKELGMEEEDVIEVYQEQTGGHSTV
CSN deneddyl inh – CSN deneddylation inhibition; inhibition, % at 12.5 µM; Q92905; AID 651999; Purified CSN, SCF-Nedd8-OG deneddylation, fluorescence polarization; 360,000 compounds, 0.38% hits;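 active = pattern-corrected inhibition above about 35%, with an unprinted fluorescence ratio check between 0.5 and 1.5, limit read from the data, passing the limit was not always enough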;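 also: 0% = enzyme with substrate and 100% = substrate without enzyme; some results filed as inactive read as strong as hits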
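Assay system: HEK293T-derived human Csn5 enzyme; quantity: 0.24 nM enzyme; medium: Tris/NaCl/DTT buffer, pH 7.5; also added: substrate SCFSkp2-Nedd8OG, 10 nM; doses: 12.5 µM compound; schedule: 90 min reaction at room temperature; signal: FP; read-out: % inhibition of substrate cleavage by Csn5; benchmarks: substrate-only high control, full reaction low control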
Rpn11 inh – Rpn11 (human) deubiquitinase inhibition; human 26S proteasome, Ub4-pepOG fluorescence polarization; 20S core pre-blocked with epoxomicin; calls only at 20 µM; 360,000 compounds, 0.59% hits;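 active = inhibition at 20 µM, scaled to each plate's controls, above about 33%, limit read from the data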
MsrA inhibitor – inhibitors of bovine MsrA; purified bovine MsrA, absorbance read-out; inhibition, % at 15.5 µM; 360,000 compounds, 0.75% hits; in the data active = inhibition above about 4.5%;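 also: 0% = vehicle wells with enzyme and 100% = reference inhibitor wells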
Scp1 inh – Scp-1 (human) phosphatase inhibition; Q9GZU7; Recombinant Scp1, phosphopeptide, malachite green phosphate absorbance; inhibition, % at 20 µM; 340,000 compounds, 0.88% hits; AID 493091;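 active = inhibition above about 50% at 20 µM, limit read from the data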;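 also: plate controls were DMSO wells with enzyme for no effect and wells lacking enzyme for full effect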
Target sequence (Q9GZU7 76-261 limits assumed): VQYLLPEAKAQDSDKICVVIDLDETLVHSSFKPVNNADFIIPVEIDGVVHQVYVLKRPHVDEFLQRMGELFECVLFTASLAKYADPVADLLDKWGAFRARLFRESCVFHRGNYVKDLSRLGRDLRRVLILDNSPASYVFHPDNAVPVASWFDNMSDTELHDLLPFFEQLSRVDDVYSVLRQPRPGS
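assay system = SCP-1 phosphatase catalytic domain, residues 76-261 | buffer or medium = 50 mM Tris acetate pH 5.5, 0.005% Tween-20, 10 mM MgCl2 | incubation = enzyme reaction 45 min at room temperature, colour 5 min, stabilisation 30 min | signal = Phosphate-binding colour reagent, absorbance read at 630 nm | measure = % inhibition at 20 µM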
DNMT1 block – DNMT1 (human) enzyme inhibition; 360,000 compounds, 0.83% hits; AID 588458; inhibition (reported as % activation of signal), % at 10 µM; DNMT1 molecular beacon, Hinp1I cleavage, fluorescence; P26358; in the data active = inhibition above about 50%
NadD block – inhibitors of Staphylococcus aureus NadD | purified NadD enzyme, colorimetric absorbance read-out | inhibition, % at 20 µM | 360,000 compounds, 0.78% hits; in the data active = inhibition above about 26%; also: some compounds past the cut are filed as inactive
Tb MetRS inh – Trypanosoma brucei MetRS inhibition | purified T. brucei MetRS, ATP depletion, Kinase-Glo luminescence | inhibition, % at 11.9 µM | 360,000 compounds, 0.4% hits | AID 624268;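 active = inhibition above a per-plate cutoff of the control wells' mean inhibition plus 3 SD, cut at about 5.5% in these data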;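 also: 0% = DMSO wells median and 100% = median of wells with control inhibitor compound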
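Dosing: 11.9 µM single point; system: parasite MetRS enzyme; technique: luminescence of leftover ATP; times: 15 min enzyme-compound preincubation, 2 h reaction, 10 min detection, 25 °C; replicates: each compound tested once; read-out basis: percent inhibition relative to median high and low control wells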
STEP block – blocks human striatal-enriched tyrosine phosphatase; recombinant STEP, OMFP fluorogenic substrate, fluorescence; inhibition, % at 20 µM; 360,000 compounds, 0.25% hits; AID 588621;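 active = inhibition at 20 µM, scaled per plate between control wells, above about 37%, limit read from the data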;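 also: 0% = DMSO with enzyme and substrate and 100% = substrate only without enzyme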
Target sequence (P54829 whole entry, looked up): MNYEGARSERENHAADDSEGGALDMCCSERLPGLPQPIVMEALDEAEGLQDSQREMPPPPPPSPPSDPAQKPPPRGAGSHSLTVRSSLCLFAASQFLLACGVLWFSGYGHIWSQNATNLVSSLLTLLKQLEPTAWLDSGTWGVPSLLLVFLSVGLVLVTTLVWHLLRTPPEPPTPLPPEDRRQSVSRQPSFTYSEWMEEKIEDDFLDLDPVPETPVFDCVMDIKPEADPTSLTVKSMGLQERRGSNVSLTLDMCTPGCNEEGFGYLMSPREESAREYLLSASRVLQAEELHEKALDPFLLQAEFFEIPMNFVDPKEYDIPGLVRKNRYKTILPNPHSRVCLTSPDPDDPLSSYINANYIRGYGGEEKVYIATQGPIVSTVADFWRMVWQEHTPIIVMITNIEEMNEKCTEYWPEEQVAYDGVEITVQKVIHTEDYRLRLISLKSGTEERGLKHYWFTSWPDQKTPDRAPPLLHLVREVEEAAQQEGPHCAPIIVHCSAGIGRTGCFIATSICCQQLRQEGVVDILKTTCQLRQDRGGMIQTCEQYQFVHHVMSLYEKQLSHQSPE
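System: STEP phosphatase, cell-free reaction; Buffer or medium: Bis-Tris pH 6.0 buffer with DTT, detergent; Incubation: 20 min at room temperature, dark; Measured by: fluorescence, 480/540 nm.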
An asterisk follows results filed as active; i = inactive; / = not tested or not shown; + = active, no number.

SMILES	LMPTP inh	SUMO1-SIM PPI	CSN deneddyl inh	Rpn11 inh	MsrA inhibitor	Scp1 inh	DNMT1 block	NadD block	Tb MetRS inh	STEP block
COc1ccc(CC(=O)OCC(=O)Nc2cc(Cl)ccc2C)cc1	0.2	-3	-4	i	0.2	-12	5	-6	-0.3	0
CCOC(=O)C1=C[C@@H](CC)N(S(=O)(=O)c2ccc(C)cc2)[C@H]1c1cccc(Cl)c1	1.9	4	4	i	0.0	/	5	1	-0.2	1
O=C(NCCS(=O)(=O)N1CCN(c2ccccc2F)CC1)C1CC(=O)N(c2ccc(F)cc2)C1 (configuration not stated)	1.8	3	1	i	-0.9	-13	2	-10	-0.2	-1
COC(=O)c1cc(N=CC2=C(O)CC(C)(C)CC2=O)cc(C(=O)OC)c1	-1.8	-3	3	i	2.7	-3	2	3	-0.7	-2
Cc1ccc(C(=O)NN=CC(=O)c2ccccc2)c(C)c1	0.1	-14	0	i	-0.9	-6	7	-6	-0.5	-2
CC(=O)Nc1ccc2c(CSc3nncs3)cc(=O)oc2c1	-1.1	-11	3	i	3.0	7	3	-1	-0.1	-3
CNc1nc(C)cc(C)c1S(=O)(=O)c1ccc(C)cc1	0.9	0	0	i	1.7	-2	-1	0	-1.6	3
CC1CCN(c2ncnc3c2cnn3Cc2ccc(Cl)cc2)CC1	3.7	-4	2	i	-0.6	1	-1	-7	0.0	1
Cc1cc(OCC(=O)Nc2cccnc2)c2c(C)c(C)c(=O)oc2c1	2.2	76*	6	i	-0.2	2	5	-7	0.2	4
Cc1ccc(NC(=O)N[C@@H](CC(C)C)C(=O)O)c(C)c1	-0.3	-1	1	i	-0.4	-11	0	-5	0.8	0

9 entries from above, arranged by molar mass, largest number first:
SMILES	LMPTP inh	SUMO1-SIM PPI	CSN deneddyl inh	Rpn11 inh	MsrA inhibitor	Scp1 inh	DNMT1 block	NadD block	Tb MetRS inh	STEP block
O=C(NCCS(=O)(=O)N1CCN(c2ccccc2F)CC1)C1CC(=O)N(c2ccc(F)cc2)C1 (configuration not stated)	1.8	3	1	i	-0.9	-13	2	-10	-0.2	-1
CCOC(=O)C1=C[C@@H](CC)N(S(=O)(=O)c2ccc(C)cc2)[C@H]1c1cccc(Cl)c1	1.9	4	4	i	0.0	/	5	1	-0.2	1
COC(=O)c1cc(N=CC2=C(O)CC(C)(C)CC2=O)cc(C(=O)OC)c1	-1.8	-3	3	i	2.7	-3	2	3	-0.7	-2
COc1ccc(CC(=O)OCC(=O)Nc2cc(Cl)ccc2C)cc1	0.2	-3	-4	i	0.2	-12	5	-6	-0.3	0
CC1CCN(c2ncnc3c2cnn3Cc2ccc(Cl)cc2)CC1	3.7	-4	2	i	-0.6	1	-1	-7	0.0	1
Cc1cc(OCC(=O)Nc2cccnc2)c2c(C)c(C)c(=O)oc2c1	2.2	76*	6	i	-0.2	2	5	-7	0.2	4
CC(=O)Nc1ccc2c(CSc3nncs3)cc(=O)oc2c1	-1.1	-11	3	i	3.0	7	3	-1	-0.1	-3
CNc1nc(C)cc(C)c1S(=O)(=O)c1ccc(C)cc1	0.9	0	0	i	1.7	-2	-1	0	-1.6	3
Cc1ccc(C(=O)NN=CC(=O)c2ccccc2)c(C)c1	0.1	-14	0	i	-0.9	-6	7	-6	-0.5	-2

Remaining list, next part
SMILES	LMPTP inh	SUMO1-SIM PPI	CSN deneddyl inh	Rpn11 inh	MsrA inhibitor	Scp1 inh	DNMT1 block	NadD block	Tb MetRS inh	STEP block
O=C(Cn1ccc([N+](=O)[O-])n1)c1ccccc1	-0.8	-4	-4	i	0.6	-4	-9	1	-0.6	-2
COc1ccc(NC(=O)CN(C)C(=O)c2cccc(S(=O)(=O)Nc3ccc(OC)cc3)c2)cc1	0.3	-1	6	i	0.7	-1	3	-1	-0.6	-1
COc1ccc(NC(=O)N(C)C[C@H]2Oc3ccc(NC(=O)Nc4c(C)noc4C)cc3C(=O)N([C@H](C)CO)C[C@H]2C)cc1	-0.5	5	-5	i	-0.4	7	1	2	-0.2	-3
CCOc1ccccc1OCCOc1ccccc1CC	0.8	0	4	i	0.9	-11	-1	0	-0.9	-4
CC(Sc1nncn1C)C(=O)Nc1ccc(S(N)(=O)=O)cc1 (configuration not stated)	0.6	-1	-6	i	-0.2	-9	2	-3	-0.3	0
COc1ccccc1N1CCN(C(=O)C2=CC=CN3CCS(=O)(=O)N=C23)CC1	-0.2	2	-4	i	0.7	1	2	0	-0.3	-2
COc1ccc(-[n+]2c(C)cc(/C=C3\Sc4ccccc4N3C)cc2C)cc1	31	-1	21	+	-1.6	/	35	3	-0.4	4
O=C(Nc1ccc(C(=O)O)cc1)/C(=C\C=C\c1ccccc1)NC(=O)c1ccccc1Br	0.5	-19	0	i	8.7*	-2	-2	-2	0.2	1
CC1(C)CC(=O)c2cc(OCC(=O)N3CCN(c4ccccc4F)CC3)ccc2O1	-0.1	-5	-4	i	0.1	-9	-1	8	0.5	0
COc1ccc(NC(=O)C2CCC2)cc1S(=O)(=O)N1CCOCC1	-1.6	2	-3	i	0.2	-6	6	-1	-0.5	-3
O=C(C1COc2ccccc2O1)N1CCN(c2nc3ccccc3s2)CC1 (configuration not stated)	0.3	0	0	i	-0.5	-5	-1	-1	0.8	1
S=C(Nc1ccccc1Cl)N1CCN(Cc2ccccc2)CC1	-1.9	3	-7	i	-0.1	-1	-2	-1	-0.2	-1
Cc1ccc(NC(=S)NC2CCCC2)cc1	-0.5	1	2	i	-0.7	1	1	-1	0.1	4
c1ccc2c(c1)ccc1ccccc12	0.4	2	3	i	0.3	-10	-1	0	0.7	-1
COc1cc(C2NC(=O)NC(C)=C2C(=O)OCC2CCCCC2)cc(Cl)c1O (configuration not stated)	-2.7	6	4	i	-0.9	1	8	-1	-1.8	-5
CCCCc1nc2sc3c(=O)[nH]cnc3c2c2c1CCCC2	-2.0	-5	1	i	0.8	2	2	1	-0.7	0
O=C(CN1CCN(S(=O)(=O)c2ccccc2)CC1)NCCc1ccccc1	-2.1	2	-4	i	-0.5	2	-1	-4	-0.6	-2
CC(C)OC(=O)CN1CCN(c2ccc(Cl)cc2)CC1	-1.1	2	0	i	0.7	4	4	-5	-0.1	-1
CCOC(=O)N1CCN(C(=O)CSCc2ccc(Cl)cc2)CC1	-0.7	1	-2	i	-0.3	-1	0	-3	-0.8	0
Cc1ccc(OCC(=O)OCC(=O)N2c3ccccc3CC2C)cc1C (configuration not stated)	3.6	7	-4	i	-0.6	-10	2	-12	0.0	2
c1ccc(-c2cc(-c3ccccc3)n3ncnc3n2)cc1	0.6	-9	9	i	0.3	5	-2	1	-0.1	1
CC(C)=Cc1c(O)nc2ccccn2c1=O	-1.6	-8	-3	i	1.3	-3	0	-2	0.5	0
OCCCCNCc1ccc(OCc2ccccc2)cc1	-0.2	-1	-2	i	0.1	-10	0	4	-0.1	0
O=C(O)c1csc(-c2ccc(Cl)cc2)n1	-0.6	0	1	i	0.7	-2	3	-4	-0.6	0
CC(Oc1ccc(Cl)cc1Cl)C(=O)NNC(=O)C(=O)N1CCCC1 (configuration not stated)	-0.2	1	1	i	-0.2	-2	2	-2	-0.1	0
S=C(Nc1ccccc1Cl)NC1CC2CCCC(C1)N2C1CC1 (configuration not stated)	-0.8	2	0	i	-0.1	-11	-4	-6	0.4	2
Cc1nc(SC(C)C(=O)c2c(N)n(C)c(=O)n(C)c2=O)c2c(C)c(C)sc2n1 (configuration not stated)	1.1	7	-3	i	0.0	-6	-1	-5	-0.4	3
CCC(OC(=O)c1nsc(Cl)c1Cl)C(=O)NCc1cccs1 (configuration not stated)	-1.0	-1	4	i	0.3	-5	-2	-3	0.2	3
Cc1ccccc1NC(=O)CN1C(=O)NC2(CCc3ccccc32)C1=O (configuration not stated)	-1.1	1	1	i	-0.5	-8	1	4	-0.2	1
Cc1ccc(NC(=O)CCSc2nnnn2-c2ccc3c(c2)OCO3)cc1C	-0.2	1	2	i	0.1	-8	-7	-3	-1.1	0
O=C(c1ccc(Cl)cc1)N1CCC(O)(CSc2ccc(Cl)cc2)CC1	0.7	8	-3	i	0.6	-7	-5	0	-0.9	-1
CCOC(=O)c1ccccc1N=Cc1c(O)c2ccccc2oc1=O	-0.6	2	2	i	-0.2	-9	0	3	-0.6	0
O=C(NCC(=O)N1CCN(c2ccccc2O)CC1)c1ccccc1	-1.8	0	2	i	-0.3	-4	-4	4	-0.2	3
CC(C)(C)NC(=S)NNC(=O)c1ccncc1	-1.4	1	1	i	2.4	-5	1	4	-0.2	3
CCOc1ccc(NS(=O)(=O)c2ccc(C(=O)NCc3ccncc3)cc2)cc1	0.6	1	-1	i	-0.9	-3	-2	-2	0.0	-1
O=C(OCC(=O)N1CCc2ccccc2C1)c1ccc(OC(F)F)cc1	0.0	0	0	i	1.0	-6	0	-7	-0.6	-2
COc1cc(NC(=O)C2CCCCC2)c(OC)cc1NC(=O)CCC(=O)NCc1ccco1	-0.4	0	0	i	0.2	-10	-2	2	0.1	2
COc1ccc(NC(=O)c2nc(S(=O)(=O)Cc3cccc(C)c3)ncc2Cl)c(OC)c1	0.2	-6	3	+	-0.7	-9	-6	4	-0.3	-1
COc1ccc(CNC(=S)Nc2ccc3nc(N4CCOCC4)cc(C)c3c2)cc1	4.9	-9	-2	i	0.1	-1	-14	11	-0.2	1
Cc1c(C(=O)N2CCN(c3ccccc3F)CC2)sc2nc(-c3ccccc3)cn12	4.0	2	-1	i	0.1	-7	-3	5	-0.8	1
Cc1cc(=O)oc(C)c1C(=O)Nc1ccc(Cl)cn1	-1.3	-1	-2	i	0.9	-4	0	-2	-0.2	-2
COc1ccc(C(CNC(=O)c2cccc(S(=O)(=O)Nc3ccccc3OC)c2)N2CCCC2)cc1 (configuration not stated)	-2.3	-45	8	i	1.2	-6	-3	-6	-0.2	0
CCOc1ccccc1N1C(=O)c2cccnc2C1=O	0.6	-22	0	i	0.2	-10	0	5	0.4	0
c1ccc(Cc2nc3ccccc3[nH]2)cc1	-0.7	-3	-1	i	0.6	-1	4	1	0.3	-4

High-throughput results from PubChem.
